# ALOX15B inhib = 15-hLO-2 (ALOX15B) enzyme inhibition. O15296. purified 15hLO-2, xylenol orange hydroperoxide absorbance. Potency, µM (highest dose often 57.1 µM), inactives show at the highest dose activity change, negative = inhibition, actives largely listed as inhibitors. 110,000 compounds, 0.56% hits; further: potency means the concentration at half of the fitted maximal effect; nearly all actives have a fitted effect of over 60% in size; many of its hits are not listed in these tables
#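 Purified human 15hLO-2 (50 nM) preincubated 15 min with compound, then 45 uM arachidonic acid for 90 min at RT in 25 mM Hepes pH 7.5, 0.01% Triton X-100. Hydroperoxide detected by Fe-xylenol orange; 573/405 nm absorbance ratio.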
# 12-hLO inh = blocks human 12-lipoxygenase activity | 150,000 compounds, 0.12% hits | Potency, µM (highest dose often 57.1 µM), for inactives: at the highest dose activity change, negative = inhibition, hits mostly inhibitors | P18054 | purified 12-hLO, xylenol orange hydroperoxide absorbance; further: potency means the concentration at half of the fitted maximal effect; nearly all actives have a fitted effect of over 55% in size; many of its hits are not listed in these tables
# Target sequence (P18054 whole entry, looked up): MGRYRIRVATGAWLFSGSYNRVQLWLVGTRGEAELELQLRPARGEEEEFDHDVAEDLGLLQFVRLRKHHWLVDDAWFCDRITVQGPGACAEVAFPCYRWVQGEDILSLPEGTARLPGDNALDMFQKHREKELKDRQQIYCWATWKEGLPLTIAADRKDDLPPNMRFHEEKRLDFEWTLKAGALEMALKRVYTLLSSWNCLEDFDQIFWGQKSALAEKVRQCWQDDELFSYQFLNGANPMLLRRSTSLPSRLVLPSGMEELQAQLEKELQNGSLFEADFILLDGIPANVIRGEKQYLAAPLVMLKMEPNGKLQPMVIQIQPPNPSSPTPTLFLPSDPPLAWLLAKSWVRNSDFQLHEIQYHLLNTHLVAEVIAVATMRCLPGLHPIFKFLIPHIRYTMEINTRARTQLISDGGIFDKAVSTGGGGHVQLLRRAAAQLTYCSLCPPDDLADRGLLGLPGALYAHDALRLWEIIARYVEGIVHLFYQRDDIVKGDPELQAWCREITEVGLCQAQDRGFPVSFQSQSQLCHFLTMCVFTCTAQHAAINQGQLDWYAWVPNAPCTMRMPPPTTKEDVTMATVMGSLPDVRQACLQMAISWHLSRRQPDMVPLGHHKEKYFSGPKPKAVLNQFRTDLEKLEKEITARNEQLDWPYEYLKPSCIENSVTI
#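 Lipoxygenase turnover measured by absorbance at 573 and 405 nm after Fe-XO development. Human 12hLO 150 nM, arachidonate 40 uM, pH 7.0 Hepes buffer with detergent; 15 min compound preincubation, 30 min reaction.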
# PNC assembly inh = perinucleolar compartment assembly inhibition | activity change (PNC), negative = inhibition, % at 10 µM | 140,000 compounds, 3.1% hits | PC3M PTB-GFP, PNC prevalence imaging, 16 h; active compounds read low | AID 2417;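 active means readout at or below -70, meaning at least 70% loss of cells showing the perinucleolar compartment, a nuclear body marking cancer cells; inconclusive means readout between -30 and a set limit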;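 further: plate controls were DMSO wells for no effect and camptothecin positive control wells for full effect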
#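 Read-out is percentage of cells bearing a perinucleolar compartment, from automated 20x imaging of fixed, Hoechst-stained PC3M PTB-GFP cells. Cells were seeded 4 h, then exposed 16 h to compound (23 nl of library stock) in duplicate plates.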
# IMPase inh = cell-permeable inhibitors of inositol monophosphatase (IMPase); P97697; CHO-M1 cells, IP1 accumulation, HTRF TR-FRET ratio; inhibition (IP1 accumulation), % at 46.1 µM; 120,000 tested, under 10 active; AID 901; active means well fitted curve in the direction sought with a large enough effect in the signal ratio, not every such curve was filed as active; inconclusive means small, poorly fitted or top-dose-only effect, or a change in a side signal; inactive means no such curve, though single readings can be large or run the other way; the % refers to the signal ratio;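 further: cells stimulated with carbachol in lithium chloride buffer; plate controls were DMSO basal wells for no effect and reference inhibitor wells for full effect; higher means more IMPase inhibition seen as more IP1 and lower FRET ratio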
# Target sequence (P97697 whole entry, looked up): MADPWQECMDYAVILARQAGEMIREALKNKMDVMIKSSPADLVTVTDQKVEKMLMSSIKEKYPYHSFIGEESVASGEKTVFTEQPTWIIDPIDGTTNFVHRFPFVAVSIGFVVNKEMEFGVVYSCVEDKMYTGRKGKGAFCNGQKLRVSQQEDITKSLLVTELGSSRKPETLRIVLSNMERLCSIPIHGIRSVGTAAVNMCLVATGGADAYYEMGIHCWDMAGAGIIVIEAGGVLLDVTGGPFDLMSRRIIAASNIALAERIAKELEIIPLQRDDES
#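 Measured: the HTRF emission ratio (665/620 nm) plus the 620 nm donor channel, each fitted to the Hill equation to give AC50. Cells were CHO-M1 given compounds up to 46 uM and a 30 min carbachol stimulation at 37C.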
# * = called active by the depositor; ? = inconclusive; nt = no result given; [ ] = remark or other dose. Unless noted, the call rests on the fitted dose curve; in most records, active means well fitted curve in the direction sought with a large enough effect; inconclusive means small, poorly fitted or top-dose-only effect, or another doubt; inactive means no such curve, though single readings can be large; an effect the other way counts as inactive or inconclusive. Unless noted, on the % scale 0 is the no-effect control and ±100 the full control effect.
# Start of the data: the first three records, to show the layout:
SMILES,ALOX15B inhib,12-hLO inh,PNC assembly inh,IMPase inh
CCc1ccc(NC(=S)NC2CCN(Cc3ccccc3)CC2)cc1,nt,-3%,91,nt
CC(=O)c1ccc(CCCC(=O)O)cc1,-11%,-1%,43,-11
O=c1[nH][nH]c(C(F)(F)F)c1C=Nc1cccc(Cl)c1,3%,-5%,15,-1

# The list itself (from the top)
SMILES,ALOX15B inhib,12-hLO inh,PNC assembly inh,IMPase inh
CCc1ccc(NC(=S)NC2CCN(Cc3ccccc3)CC2)cc1,nt,-3%,91,nt
CC(=O)c1ccc(CCCC(=O)O)cc1,-11%,-1%,43,-11
O=c1[nH][nH]c(C(F)(F)F)c1C=Nc1cccc(Cl)c1,3%,-5%,15,-1
CCCCOC(=O)C(C#N)c1nc2ccccc2nc1N1CCOCC1 (stereo not given),-11%,-12%,25,1
CC(=O)ON1C(C)(C)CC(OC(=O)c2ccccc2)CC1(C)C,-3%,-4%,?,1
O=C(N/N=C(\c1ccccc1)c1cccnc1)C(O)(c1ccccc1)c1ccccc1,5%,-2%,-92*,0
COC(=O)CSC1=C(C#N)C(c2ccc(F)cc2)CC(=O)N1 (stereo not given),-4%,-3%,5,-2
COC(=O)[C@H](C)NC(=O)Nc1ccc(OC(F)(F)F)cc1,-7%,1%,18,-2
CCOc1ccc(S(=O)(=O)N(C)CCO)cc1-c1nc2c(C(C)(C)C)nn(C)c2c(=O)[nH]1,-11%,-5%,21,13
Cc1cccc(NC(=O)c2ccc(S(=O)(=O)C(F)F)cc2)c1C,nt,-4%,-100*,nt
CCOC(=O)CSc1nc2ccccc2c(=O)n1C1CCCC1,-1%,-5%,?,14
CC1(C)NC(=O)N(CCCCOc2ccc3ccccc3c2Cl)C1=O,5%,7%,31,-1
O=C(c1[nH]o[n+](=O)c1C(=O)c1csc2ccccc12)c1csc2ccccc12,-3%[11.4 µM],-4%[11.4 µM],nt,nt
COc1ccc(NC(=S)N/N=C2\CC(C)(C)Oc3ccc(O)cc32)cc1,nt,?,-19,12
CN(CC(=O)NCc1ccc(Cl)cc1)S(=O)(=O)c1cccc2nsnc12,-11%,-7%,?,2
CCCCn1c(=O)n(CC(=O)Nc2c(CC)cccc2CC)c(=O)c2c1nc(CO)n2CCC,3%,2%,-27,5
Cn1c(=O)c2c(ncn2CC(=O)N/N=C/c2ccco2)n(C)c1=O,nt,-2%,?,-3
S=C(NCc1ccccn1)Nc1ccc(Cl)c(Cl)c1,?,-14%,-28,-1
C[C@H]1CS(=O)(=O)CCN1/N=C\c1ccc([N+](=O)[O-])o1,-14%[25.6 µM],-11%[25.6 µM],nt,-3[20.6 µM]
Cc1ccc(-n2c(O)c(/C=C3/C(c4ccccc4)=Nc4ccccc43)c(=O)[nH]c2=O)cc1,nt,-2%,42,-17
CNc1ccc(Br)cc(C(=O)/C=C/c2ccc(OC)cc2OC)c1=O,nt,-22%,?,nt
Cc1ccc(NC(=O)C2=C(O)c3ccccc3N(C)S2(=O)=O)cc1,-1%,4%,40,5
COc1ccc(C(=O)C(c2ccccc2)N2CCOCC2)cc1 (stereo not given),-5%,-6%,5,6
COC(=O)c1ccc(-c2ccc(F)cc2)nc1C,nt,2%,56,nt
N[C@@H]1C(O)OC(CO)C(O)C1O (stereo not given in full),-3%,-3%,nt,nt

# Among those listed so far, these contain two or more sulfur atoms.
SMILES,ALOX15B inhib,12-hLO inh,PNC assembly inh,IMPase inh
O=C(c1[nH]o[n+](=O)c1C(=O)c1csc2ccccc12)c1csc2ccccc12,-3%[11.4 µM],-4%[11.4 µM],nt,nt
CN(CC(=O)NCc1ccc(Cl)cc1)S(=O)(=O)c1cccc2nsnc12,-11%,-7%,?,2

# Part of the list above, limited to IMPase inh and ALOX15B inhib.
Molecule	IMPase inh	ALOX15B inhib
Cc1ccc(-n2c(O)c(/C=C3/C(c4ccccc4)=Nc4ccccc43)c(=O)[nH]c2=O)cc1	-17	nt
CC1(C)NC(=O)N(CCCCOc2ccc3ccccc3c2Cl)C1=O	-1	5%
Cn1c(=O)c2c(ncn2CC(=O)N/N=C/c2ccco2)n(C)c1=O	-3	nt

# Remaining list, next part.
SMILES,ALOX15B inhib,12-hLO inh,PNC assembly inh,IMPase inh
CCN(CC)C(=O)Nc1cnc2ccccc2c1,5%,-4%,-13,4
CCN(C(=O)c1c(OC)cccc1OC)c1nnc(-c2cccnc2)s1,nt,-4%,?,2
O=C(CSCc1ccccc1Cl)Nc1c[nH]c(=O)[nH]c1=O,nt,-2%,-7,nt
Cc1ccc(/C=C/C(=O)NC(=S)Nc2ccccc2C(=O)NC2CCCCC2)cc1,-14%,3%,-16,-10
COCCCNCCOc1ccc(C(C)(C)c2ccccc2)cc1,nt,1%,-2,nt
CC(NC(=O)c1ccccc1)C(=O)OCC(=O)N1c2ccccc2Sc2ccccc21 (stereo not given),nt,-2%,?,nt
CCOC(=O)Cc1csc(NS(=O)(=O)c2ccccc2)n1,1%,7%,56,2
Cc1ccc(C(NC(=O)N2CCOCC2)C(Cl)(Cl)Cl)cc1F (stereo not given),nt,4%,?,0
O=C1C(SCCO)=C(SCCO)C(=O)c2ccccc21,?,?,nt,36[activator]
COc1cccc(-c2nnc3n2N=C(C(C)(C)C)CS3)c1,-4%,-1%,57,-1
COC(=O)c1c(C)n(-c2ccc(C)cc2)c2ccc(O)cc12,-19%,-10%,-6,10
CCCCn1c(=N)n(CC(O)COc2ccccc2)c2ccccc21 (stereo not given),12%,-5%,-19,?
COc1ccc(/C=N/Nc2ccccc2)cc1Cn1nc(C)c([N+](=O)[O-])c1C,-24%,-18%,-98*,5
O=C(Nn1cnnc1)C1Cc2ccccc2CN1S(=O)(=O)c1ccc(F)cc1 (stereo not given),3%,3%,8,1
Cc1ccnc(NS(=O)(=O)c2ccc(NC(=O)C34CC5CC(C)(CC(C)(C5)C3)C4)cc2)n1,0%,4%,-7,5
CN(Cc1ccco1)c1cc(-c2ccccc2Cl)ncn1,-1%,0%,nt,nt
CCc1ccc(Nc2nnc(SCC(=O)N(C)CC(=O)Nc3ccccc3CC)s2)cc1,nt,-2%,-24,nt
CCOC(=O)N1CCC(N(CCCOC)C(=O)Nc2cccc(OC)c2)CC1,0%,6%,61,-1
CCOC(=O)N1CCN(C(=O)C2CCN(Cc3nc(-c4ccccc4C)oc3C)CC2)CC1,11%,-6%,?,2
COc1ccc(C(F)(F)F)cc1N/C=C\c1nnnn1-c1ccccc1,-3%,1%,34,-2
O=C(CCN1CCCCC1)NCC1OCCc2ccccc21 (stereo not given),2%,1%,22,-1
COc1ccc(OC)c(-n2c(SC)nnc2-c2c[nH]c3ccccc23)c1,0%,-3%,14,12
CC(NC(=O)OCc1ccccc1)C(=O)NCC(=O)NC(Cc1ccc(OC(C)(C)C)cc1)C(=O)OC(C)(C)C (stereo not given),nt,-1%,?,nt
COc1ccc(CCn2nnnc2C(C(C)C)N2CCN(c3ncccn3)CC2)cc1OC (stereo not given),6%,-3%,17,5
c1ccc(-c2cc(-c3cc(-c4ccccn4)[nH]n3)n[nH]2)nc1,13%[11.4 µM],-3%[11.4 µM],nt,nt
Cc1ccc(C(=O)OCc2ccc3c(c2)OCO3)cc1S(=O)(=O)N1CCCCC1,4%,-3%,-17,9
Cc1ccc(N(CC(=O)Nc2ccc(F)c(Cl)c2)S(=O)(=O)c2c(C)noc2C)cc1,5%,-18%,-22,?
O=P(O)(CN1CCCCC1)CN1CCCCC1,1%,4%,6,-4
Cc1ccc(NC(=O)c2cccc(OC(F)F)c2)c(OC(F)F)c1,nt,2%,-5,nt
CCOc1ccc(/C=N/OCC(=O)Nc2ccc(OCc3ccccc3)cc2)cc1OC,nt,4%,?,nt
CCOC(=O)c1cn(CC)c2ccc(S(=O)(=O)N3CC(C)CC(C)C3)cc2c1=O (stereo not given),?,-6%,24,4
O=c1c2c(nc3c(-c4ccccc4)c[nH]n13)CCC2,-19%,1%,48,6
CCCN(CC(=O)Nc1ccc(Cl)cc1Cl)C(=O)/C=C/c1cc(OC)ccc1OC,nt,-14%,29,-8
COc1ccc(C(NC(=O)CC(C)C)NC(=O)CC(C)C)cc1OC,-8%,-5%,-9,6
Cc1ccc(CN2CCN(C(=O)CCN3C(=O)c4ccccc4C3=O)CC2)cc1,4%,1%,-15,-1
C=CCNc1ncnc2c1[nH]c1ccc(Cl)cc12,30%[activator],-19%,17,12
O=C(Nn1c(=O)[nH]c2ccsc2c1=O)c1ccccc1,3%[2.29 µM],2%,?,1
Cc1cc(C)c(NC(=O)c2sc3nc4c(cc3c2N)C(=O)CC(C)(C)C4)c(C)c1,nt,4%,19,nt
COCCN1C(=O)C(CC(=O)Nc2ccc(C(=O)O)cc2)SC1=Nc1ccccc1 (stereo not given),6%,-5%,?,11
O=c1c(O)c(-c2cccs2)oc2ccc(Cl)cc12,?,-23%,?,-18
Cc1c(Cl)c([N+](=O)[O-])nn1CC(=O)NC12CC3CC(CC(C3)C1)C2,-4%,-7%,-29,-7
O=C(C/C=N/OCc1ccc(F)cc1Cl)c1cnc(-c2ccccc2)s1,nt,3%,-21,-6
CCCN1CCN(C(=S)Nc2ccc([N+](=O)[O-])cc2)CC1,nt,-4%,-6,1
Cc1nc(NC(C)C(=O)O)c2nc(C)oc2n1 (stereo not given),-4%,2%,46,2
CCn1c(=O)c([N+](=O)[O-])c(NCC(O)c2ccccc2)c2ccccc21 (stereo not given),nt,-3%,?,nt
Cc1ccnn2cc3c(=O)n(C)c(=O)n(C)c3c12,16%,6%,39,3
COCCN1C=C(C(=O)OC)C(c2cc(Br)c(OC)c(OC)c2)C(C(=O)OC)=C1,-3%,-5%,?,-8
O=C(COC(=O)c1ccco1)Nc1cccc(Br)c1,4%,-3%,-15,-2
O=C(CCCCCN1C(=O)c2cccc3cccc(c23)C1=O)NO,?,-9%[0.00818 µM],nt,nt
COc1ccc(S(=O)(=O)Nc2cccc(Cl)c2)cc1OC,4%,-2%,19,3

# The listing continues.
SMILES,ALOX15B inhib,12-hLO inh,PNC assembly inh,IMPase inh
CCc1ccc(-n2cc(-c3ccc([N+](=O)[O-])cc3)[nH]c2=S)cc1,nt,0%,?,9
CC(=O)Nc1ccc(NC(=O)COC(=O)Cc2c[nH]c3ccccc23)cc1,nt,-3%,49,nt
CCOc1ccc2[nH]c(=O)c(CN(CCO)C(=O)c3ccc(Br)cc3)cc2c1,-18%[11.4 µM],8%,-17,1[1.84 µM]
O=C(O)CSc1nnc(Cn2cnc3ccccc32)n1CCc1ccccc1,0%,-8%,8,-1
O=S(=O)(c1ccc(Cl)cc1)N1CCCC1c1nc2ccccc2s1 (stereo not given),-4%,-13%,6,6
O=C(c1ccco1)N1CCN(CC(O)Cn2c3ccccc3c3ccccc32)CC1 (stereo not given),28%,-2%,-87*,3
Cc1cc(C)cc(OCCCCCNCCO)c1,nt,20%,-10,3
COc1ccccc1-c1nnc(SCC(=O)c2ccc(C3CCCCC3)cc2)n1Cc1ccco1,6%,-1%,20,3
COc1ccc(N(C)C(=O)c2cnc(N3CCN(c4ncccn4)CC3)c3ccccc23)cc1,-11%,-2%,12,12
CCOC(=O)c1ccc(NCc2ccc3c(c2)OCO3)cc1,4%,-8%,20,6
Cc1cccc(NC(=O)Cn2nc(C(F)(F)F)cc2C2CC2)c1,-4%,2%,-22,7
Cc1ccc2ncccc2c1[N+](=O)[O-],nt,0%,-7,-9

# A portion of the library; count on the stated rates, not on these rows.
